Bioassay records: PubChem BioAssay, several laboratories
GC-A act: GC-A (human) enzyme activation; P16066; HEK293 GC-A cells, cGMP TR-FRET, EC30 ANP; 0% at EC30 ANP, 100% saturating ANP; activation, % at 10 µM; 0.14% of 370,000 active; in the data active = activation above about 40%
ABHD4 inh: inhibitors of mouse ABHD4. 0.54% of 370,000 active. inhibition, % at 8.92 µM. purified mABHD4, FP-Rh probe fluorescence polarization. Q8VD66. AID 720543;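 active = inhibition exceeding the mean over every tested compound plus 3 SD, cut at about 30% in these data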;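 note: 0% = plate median of compound wells and 100% = S159A mutant with DMSO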
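Assay system: mABHD4 protein; medium: HEPES pH 7.0, NaCl, Pluronic buffer; dosing: 8.92 µM, single dose; schedule: 45 min + 60 min at 25 °C; signal: FP readout, ex 525 nm / em 598 nm; read-out: normalized percent inhibition of probe labeling; repeats: single replicate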
MBD2 inh: inhibitors of human MBD2 binding to methylated oligonucleotide; Q9UBB5; TR-FRET; inhibition, % at 4.4 µM; 0.31% of 370,000 active; AID 686964; in the data active = inhibition above about 13%
Target sequence (Q9UBB5 whole entry, looked up): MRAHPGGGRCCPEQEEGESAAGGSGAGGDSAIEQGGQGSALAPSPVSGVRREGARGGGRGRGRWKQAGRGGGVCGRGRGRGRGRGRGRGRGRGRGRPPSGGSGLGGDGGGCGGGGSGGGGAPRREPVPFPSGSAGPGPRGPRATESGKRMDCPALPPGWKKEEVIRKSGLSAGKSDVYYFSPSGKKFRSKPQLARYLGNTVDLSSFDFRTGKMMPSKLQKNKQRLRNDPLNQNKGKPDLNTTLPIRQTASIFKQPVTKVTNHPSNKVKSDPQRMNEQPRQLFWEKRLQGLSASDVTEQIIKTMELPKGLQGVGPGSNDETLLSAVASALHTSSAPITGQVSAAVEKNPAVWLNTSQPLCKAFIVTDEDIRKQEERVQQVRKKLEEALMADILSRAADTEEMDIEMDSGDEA
HTRA1 inh: blocks human HTRA1 serine peptidase | Q92743 | recombinant HTRA1, FP-rhodamine activity-based probe, fluorescence polarization | inhibition, % at 5.96 µM | 0.5% of 340,000 active | AID 504803; in the data active = inhibition above about 36%;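 note: 0% = enzyme with DMSO and 100% = wells lacking enzyme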
Target sequence (Q92743 whole entry, looked up): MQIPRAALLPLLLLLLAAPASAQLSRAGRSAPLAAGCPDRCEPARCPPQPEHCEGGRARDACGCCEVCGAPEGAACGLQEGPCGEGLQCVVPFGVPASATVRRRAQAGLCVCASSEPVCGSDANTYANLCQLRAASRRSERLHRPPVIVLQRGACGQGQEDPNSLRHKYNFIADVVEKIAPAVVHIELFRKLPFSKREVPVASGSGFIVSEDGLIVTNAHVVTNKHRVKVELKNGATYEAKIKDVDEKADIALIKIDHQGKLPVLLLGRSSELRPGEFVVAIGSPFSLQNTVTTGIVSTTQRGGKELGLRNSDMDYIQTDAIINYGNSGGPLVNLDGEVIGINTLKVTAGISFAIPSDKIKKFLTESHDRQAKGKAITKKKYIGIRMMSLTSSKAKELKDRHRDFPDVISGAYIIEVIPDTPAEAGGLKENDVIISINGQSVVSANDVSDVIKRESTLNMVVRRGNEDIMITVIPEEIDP
NPR2 activator: GC-B (human) receptor activation. P20594. HEK293-GC-B cells, CNP EC30, cGMP TR-FRET; 0% at EC30 CNP, 100% saturating CNP. activation, % at 10 µM. 0.11% of 370,000 active. AID 1920062;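 active = activation at 10 µM reaching about 35% in either raw or pattern-adjusted values, limit read from the data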
SIAE inh: blocks human sialic acid acetylesterase. Q9HAT2. SIAE FP-Rh probe binding, fluorescence polarization. inhibition, % at 9.66 µM. 0.69% of 370,000 active;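 active = inhibition above a cutoff: mean of compounds within the control limits plus 3 SD of those, cut at about 17% in these data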;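 note: 0% = plate median of compound wells and 100% = probe without SIAE protein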
rCAG binder: molecules binding r(CAG) RNA repeats; 1.3% of 370,000 active; r(CAG) RNA repeat, TO-PRO-1 dye displacement fluorescence; inhibition, % at 3 µM; AID 651821;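 active = inhibition above the plate cutoff, the mean of all test compounds on that plate plus 3 SD, cut at about 35% in these data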;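 note: 0% = DMSO alone and 100% = 100 µM mitoxantrone as full dye displacement; higher means more dye released from RNA so lower well fluorescence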
PRMT1 inh: blocks human protein arginine methyltransferase 1 | recombinant PRMT1, activity-based probe fluorescence polarization | inhibition, % at 2.79 µM | 1.3% of 370,000 active | AID 652257;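 active = inhibition above about 21% made by adding two undisclosed values, limit read from the data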
TCR CD3 inh: human TCR-CD3 binding inhibition | AID 651800 | TAMRA-labeled TCR probe fluorescence, biochemical | inhibition, % at 9.4 µM | 0.37% of 360,000 active; in the data active = inhibition above about 19%;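 note: recombinant mutant TCR 2C K166C tagged with TAMRA read by polarization; 0% = receptor in buffer alone and 100% = receptor with positive control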
UHRF1 binding: UHRF1 methyl-DNA binding inhibition; inhibition, % at 4.4 µM; Q96T88; AID 687016; UHRF1 binding to methylated oligo, TR-FRET; 0.75% of 370,000 active; in the data active = inhibition above about 21%;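 note: UHRF1 SRA domain binding a hemimethylated CpG hairpin DNA probe; 0% = median of test compound wells and 100% = reference inhibitor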
Active calls of the source: *; . = not tested or not shown.

SMILES	GC-A act	ABHD4 inh	MBD2 inh	HTRA1 inh	NPR2 activator	SIAE inh	rCAG binder	PRMT1 inh	TCR CD3 inh	UHRF1 binding
CC(OC(=O)C1CCCCC1)c1nc2ccccc2[nH]1 (stereo unspecified)	1	-2	5	6	-4	2	-4	-1	-1	-1
CCOC(=O)C1=C(CNCCc2ccc(Cl)cc2)NC(=O)NC1c1ccc2c(c1)OCO2 (stereo unspecified)	-15	0	7	-36	-9	-1	-1	1	-8	-1
CN1CCN(C(=O)c2cc3sccc3n2CC(=O)c2ccccc2)CC1	2	10	-1	1	-3	1	-5	2	0	0
CCN1CCN(C(=O)C(=O)c2cn(CC(=O)N3CCCC3)c3ccccc23)CC1	1	-4	3	1	2	2	0	-3	5	0
CCN1C(=O)[C@H]2[C@@H](c3ccc(-c4ccc(OC)cc4)cc3)N[C@@](C)(C(=O)OC)[C@H]2C1=O	1	-10	10	-10	-5	0	5	5	-4	5
COC(=O)c1c(NC(=O)CN2CCN(S(=O)(=O)c3ccccc3[N+](=O)[O-])CC2)sc2c1CCC(C)C2 (stereo unspecified)	-1	8	10	7	0	-2	1	3	2	1
CCOc1ccc2[nH]c(=O)c(C(c3nnnn3CC3CCCO3)N3CCc4ccccc4C3)cc2c1 (stereo unspecified)	2	-1	-3	4	-5	6	-1	3	3	-3
COc1ccc(C(=O)c2c(N)sc3c2CCN(C(=O)OC(C)(C)C)C3)cc1	-3	0	-9	.	0	-3	10	10	-7	-5
N#CC(Sc1ccccn1)c1ccc(Cl)cc1 (stereo unspecified)	3	-2	-4	-2	5	3	-4	46*	-5	-6
CNC[C@@H](C)NC[C@@H](Cc1ccccc1)NCCc1ccccc1	-9	4	-2	3	-14	7	5	-3	3	-2
O=S(=O)(Cc1ccccc1)NCC1CCCN(Cc2cccc3nonc23)C1 (stereo unspecified)	-6	1	0	-4	1	5	-6	-3	4	-2
COCCN(C(=O)c1cc(OC)c(OC)c(OC)c1)c1c(N)n(Cc2ccccc2)c(=O)[nH]c1=O	-2	-4	1	-3	2	-6	2	6	-1	4
COc1cc(NC(=O)CN2c3cccc4cccc(c34)S2(=O)=O)cc(OC)c1OC	-2	10	-3	-3	-2	29*	6	-4	5	0
O=C1CC(NS(=O)(=O)c2cccnc2)CN1c1ccc(F)cc1 (stereo unspecified)	-1	-3	-5	1	4	-3	-2	-1	-2	-1
O=c1oc2ccc(Cl)cc2cc1-c1nnc(Nc2cccc(C(F)(F)F)c2)s1	1	2	-4	-5	2	4	4	-10	9	-2
COC(=O)CCCCCCCCCCN1CCCCC1	0	2	-2	5	4	-4	-2	1	7	-2
Cc1nn(CC(=O)NCCc2ccccc2)c(=O)c2cccn12	6	5	4	2	4	0	-1	4	2	5
CN(Cc1ccco1)S(=O)(=O)c1ccc2c(c1)CCN2C(=O)CC(C)(C)C	0	1	1	.	3	1	5	0	.	0
CCOc1ccc(CC(=O)C2=C(N3CCOCC3)CC(C)(C)CC2=O)cc1OCC	4	-2	-4	1	9	9	-1	3	-2	-2
c1ccc(Cc2cnc(N3CCN(Cc4ccc5c(c4)OCCO5)CC3)nc2)cc1	2	-6	-2	.	2	-2	4	-1	-8	4
COc1ccc(C(=O)N2CCOC2CNC(=O)C(=O)NCc2ccc(Cl)cc2)cc1 (stereo unspecified)	5	3	-2	-7	-1	4	-1	-4	0	-2
COc1ccc2[nH]c(C(=O)NCCCN3CCCC3=O)c(C)c2c1	0	2	-2	7	-2	0	1	-2	-3	2
O=C(Cc1csc(NC(=O)Nc2cccc(Cl)c2)n1)NCc1cccnc1	-3	-6	2	-13	-1	-3	33	-3	-3	-1
O=S(=O)(c1ccc(NC(=S)NCCC(c2ccccc2)c2ccccc2)cc1)N1CCOCC1	-2	-101	-2	-73	5	-230	13	0	33*	1
Cc1ccc(N2CCN(C(=O)NC3CCCCC3)CC2C)cc1 (stereo unspecified)	3	-1	-1	2	0	0	-3	-1	3	-1
O=C(Nc1cccc([N+](=O)[O-])c1)NC1CCS(=O)(=O)C1 (stereo unspecified)	-1	1	5	5	-1	1	-3	2	-8	2
CCN(CC1CCCN(CCc2cccc(F)c2)C1)C(=O)c1cc(C)oc1C (stereo unspecified)	-2	12	-5	1	-4	6	-4	-4	0	1
C[C@H](CO)N1C[C@H](C)[C@@H](CN(C)Cc2ccc(Cl)c(Cl)c2)Oc2c(NC(=O)C3CCOCC3)cccc2C1=O	-9	-5	-3	-10	-2	-6	-2	-4	5	0
CCC(CC)C(=O)N(C)c1c(C)nc2c(OCc3ccccc3C(=O)OC)cccn12	4	4	-3	.	2	2	0	-3	3	-1
COc1ccc(CC(=O)Nc2ccc(NC(=O)c3ccc(Br)cc3)cc2)cc1OC	1	1	0	7	8	1	4	-1	5	2
NC(=O)c1ccccc1NS(=O)(=O)Cc1ccccc1	8	3	0	-5	-1	1	2	0	0	1
O=C1C2C3C=CC(C3)C2C(=O)N1CC1CCCO1 (stereo unspecified)	-1	-6	2	-1	1	-5	4	-3	-1	3
COc1ccc(N(CC(O)CN2CCOCC2)S(=O)(=O)c2ccc(C)cc2)cc1 (stereo unspecified)	-3	2	1	2	2	-3	12	-2	11	1
COc1cccc(C(=O)Nc2cccc(C(=O)N3CCOCC3)c2)c1	1	1	4	-1	-6	3	-5	-2	0	1
CCCCN(C)CC(O)Cn1cc(/C=C/C(=O)c2ccc(C)cc2)c2ccccc21 (stereo unspecified)	-13	10	2	-24	2	-3	-1	-3	-1	-5
Cc1cc(C)cc(NC(=O)C(Nc2ccccc2)c2ccccc2)c1 (stereo unspecified)	-26	-26	5	-42	-14	0	4	-3	-9	-3
CC(=O)Nc1ccccc1OCC(=O)NCCC1=CCCCC1	2	0	-1	-10	-1	0	-4	0	-1	-3
COCCNC(=O)CCCn1c(=O)c2cc(OC)c(OC)cc2n(CC(=O)c2cccc(OC)c2)c1=O	-1	1	2	0	-3	-2	-6	0	-3	1
COc1ccc(CC(=O)Nc2nc3ccccc3[nH]2)cc1	6	-1	-6	0	-1	2	-1	-8	2	-3
O=C1C=C(Nc2cccc3cccnc23)c2ccccc2C1=O	-1	59*	-12	42*	-5	19*	24	9	14	-3
CCCCn1nc2cc(C(=O)NCc3ccc(OC(F)(F)F)cc3)ccc2c1OC	2	3	5	-18	3	5	-2	1	2	14
CC[C@@]1(O)C(=O)OCc2c1cc1n(c2=O)Cc2cc3c(N)cccc3nc2-1	-6	19	-11	-6	-2	4	14	2	7	-1
S=c1[nH]nc(-c2cc(-c3ccccc3)n[nH]2)n1N=Cc1cccc(OCc2ccccc2)c1	1	-2	-2	.	-17	-4	77*	9	.	0
N#Cc1cccc(NC(=O)c2cc(C3CCCCN3C(=O)C3CC3)on2)c1 (stereo unspecified)	3	5	1	.	-1	7	0	3	-7	1
Cc1ccc(N2C(N)=C(C#N)C3(C(=O)N(C)c4ccccc43)C3=C2CC(C)(C)CC3=O)cc1Cl (stereo unspecified)	-2	-4	-3	-1	-6	5	-7	-1	2	-1
O=C(Cc1csc(Nc2nc(=S)[nH]c3ccccc23)n1)NCCCN1CCN(c2ccccc2F)CC1	3	5	-4	-11	0	7	12	-3	0	-6
Cc1ccccc1Nc1nc(N)nc(COC(=O)c2cccn2C)n1	2	-7	1	8	0	6	-5	-2	-2	-3
Cn1nnnc1SCCNCc1cccnc1	0	-4	2	9	0	-6	-1	4	-1	3
Cc1ccc(/C(=N\S(=O)(=O)c2ccc(Br)cc2)Nc2ccccc2C)cc1	-27	-4	1	-2	-12	-2	1	3	-5	3
O=C(CCN1C(=O)[C@H]2CC=CC[C@H]2C1=O)NCc1nc(-c2ccccc2)no1	3	-1	-5	-2	2	6	4	2	-3	-2

More results
SMILES	GC-A act	ABHD4 inh	MBD2 inh	HTRA1 inh	NPR2 activator	SIAE inh	rCAG binder	PRMT1 inh	TCR CD3 inh	UHRF1 binding
CC(C)Cc1nnc(NC(=O)CCC(=O)N2CCN(S(=O)(=O)c3ccccc3)CC2)s1	-1	-15	0	6	2	-6	1	1	-5	2
O=C(CNS(=O)(=O)c1ccccc1F)NNC(=O)c1ccc(Br)cc1	7	12	2	-4	4	9	5	3	1	-2
CCC[C@H]1[C@@H](OC(=O)N2CCOCC2)CC[C@@]23CCCN2C(=O)CCC[C@@H]13	-1	-4	0	.	-3	-1	.	7	.	5
Cc1ccc(S(=O)(=O)NC2=C(N3CCN(Cc4ccccc4)CC3)C(=O)c3ccccc3C2=O)cc1	-3	28	-8	26	0	-4	2	-4	1	-6
C[C@@H]1CN([C@H](C)CO)C(=O)CCCn2nncc2CO[C@H]1CN(C)Cc1cccc(C(=O)O)c1	1	-2	-2	-1	4	4	2	-5	-12	3
CCn1c(SCC(=O)NCC2CCCO2)nnc1-c1ccc(S(=O)(=O)N2CCN(C)CC2)cc1 (stereo unspecified)	1	-2	-3	1	5	-4	-4	4	0	1
Cc1nonc1NC(=O)CSc1nc2c(C)cccc2cc1C#N	4	10	0	-1	5	-9	16	4	2	0
CC1(C)Cc2c(c(N3CCOCC3)nc3sc4c(NCC5CCCO5)nnnc4c23)CS1 (stereo unspecified)	39	-7	0	-2	49*	-5	2	3	-2	0
COC(=O)[C@H](C)NC(=O)Nc1ccccc1C(F)(F)F	2	1	-3	0	1	-1	1	-5	3	-1
Cc1ccc(NC(=S)NCCc2ccccc2)c(C)c1	1	-4	0	-3	4	4	0	0	7	-3

7 neighbouring compounds out of the list so far:
SMILES	GC-A act	ABHD4 inh	MBD2 inh	HTRA1 inh	NPR2 activator	SIAE inh	rCAG binder	PRMT1 inh	TCR CD3 inh	UHRF1 binding
Cc1ccc(S(=O)(=O)NC2=C(N3CCN(Cc4ccccc4)CC3)C(=O)c3ccccc3C2=O)cc1	-3	28	-8	26	0	-4	2	-4	1	-6
C[C@@H]1CN([C@H](C)CO)C(=O)CCCn2nncc2CO[C@H]1CN(C)Cc1cccc(C(=O)O)c1	1	-2	-2	-1	4	4	2	-5	-12	3
CCn1c(SCC(=O)NCC2CCCO2)nnc1-c1ccc(S(=O)(=O)N2CCN(C)CC2)cc1 (stereo unspecified)	1	-2	-3	1	5	-4	-4	4	0	1
Cc1nonc1NC(=O)CSc1nc2c(C)cccc2cc1C#N	4	10	0	-1	5	-9	16	4	2	0
CC1(C)Cc2c(c(N3CCOCC3)nc3sc4c(NCC5CCCO5)nnnc4c23)CS1 (stereo unspecified)	39	-7	0	-2	49*	-5	2	3	-2	0
COC(=O)[C@H](C)NC(=O)Nc1ccccc1C(F)(F)F	2	1	-3	0	1	-1	1	-5	3	-1
Cc1ccc(NC(=S)NCCc2ccccc2)c(C)c1	1	-4	0	-3	4	4	0	0	7	-3

Going on with the list:
SMILES	GC-A act	ABHD4 inh	MBD2 inh	HTRA1 inh	NPR2 activator	SIAE inh	rCAG binder	PRMT1 inh	TCR CD3 inh	UHRF1 binding
C=CCNC(=O)COc1ccc(S(=O)(=O)N2CCCC2)cc1	2	2	4	3	0	5	-2	1	5	4
COc1ccccc1S(=O)(=O)N(C)C[C@@H]1OCc2cn(nn2)CCCC(=O)N([C@H](C)CO)C[C@H]1C	3	3	-1	-4	3	-1	4	-5	-1	2
COc1cc(C(=O)OCC(=O)c2cc(C)n(CC3CCCO3)c2C)cc(OC)c1C (stereo unspecified)	-1	-3	4	-17	-4	8	4	3	-8	21*
COc1ccc(CN=Cc2[nH]c3ccc(Br)c(Cl)c3c2O)cc1	-3	7	-1	-9	0	-3	7	4	9	-5
C=CCn1cc(C(=O)OC)c(=O)c2cc(S(=O)(=O)N3CCC(C)CC3)ccc21	5	-2	6	-3	7	-3	-1	5	-3	10
CC(C)(C)[C@H]1CCC(=O)N([C@H](CC#N)Cc2ccccc2)CC1	-2	4	-3	-3	3	-4	-8	-1	1	0
CCC(NS(=O)(=O)c1ccc(C)cc1)C(=O)Nc1ccc(NC(C)=O)cc1 (stereo unspecified)	0	-25	-1	0	-1	-1	1	1	4	-3

The list is partial; the hit share may differ from the screen's.
